HTR5A inv ctr = counter-screen for OPRM1-OPRD1 inverse agonists: human HTR5A inverse agonism | P47898 | HTR5A cell line, luminescence | inhibition, % at 9.3 µM | 0.083% of 340,000 active | AID 504634; in the data active = inhibition mostly above about 23%, no sharp cut-off; inactive = mostly below about 18%;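 also: 0% = cells with DMSO and 100% = no-cell wells with DMSO; some compounds called inactive have numbers as strong as hits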
Target sequence (P47898 whole entry, looked up): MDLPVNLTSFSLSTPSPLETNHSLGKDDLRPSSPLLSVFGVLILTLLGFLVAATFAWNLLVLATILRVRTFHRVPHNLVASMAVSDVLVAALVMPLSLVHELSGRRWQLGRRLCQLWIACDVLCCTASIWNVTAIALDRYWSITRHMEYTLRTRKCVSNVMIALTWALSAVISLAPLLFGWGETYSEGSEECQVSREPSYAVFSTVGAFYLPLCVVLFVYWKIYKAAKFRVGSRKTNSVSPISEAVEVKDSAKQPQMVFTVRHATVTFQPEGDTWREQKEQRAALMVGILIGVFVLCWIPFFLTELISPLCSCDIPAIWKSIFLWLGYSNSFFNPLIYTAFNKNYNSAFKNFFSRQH
PKA-R2B act = activators of human PKA-R2B complex | PKA-R2B holoenzyme dissociation, Cy5-IP20 fluorescence polarization; R2B truncated from residue 108, S112A mutant; 0% DMSO only, 100% 113 µM cGMP | P22694+P31323 | activation, % at 11.4 µM | 0.079% of 340,000 active;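 active = activation above a cutoff set at the mean over all compounds plus 3 SD, cut at about 18% in these data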;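 also: higher means more holoenzyme dissociation and a rise in polarization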
Target sequence (P31323 whole entry, looked up, other chains not shown, the tested form may be a part): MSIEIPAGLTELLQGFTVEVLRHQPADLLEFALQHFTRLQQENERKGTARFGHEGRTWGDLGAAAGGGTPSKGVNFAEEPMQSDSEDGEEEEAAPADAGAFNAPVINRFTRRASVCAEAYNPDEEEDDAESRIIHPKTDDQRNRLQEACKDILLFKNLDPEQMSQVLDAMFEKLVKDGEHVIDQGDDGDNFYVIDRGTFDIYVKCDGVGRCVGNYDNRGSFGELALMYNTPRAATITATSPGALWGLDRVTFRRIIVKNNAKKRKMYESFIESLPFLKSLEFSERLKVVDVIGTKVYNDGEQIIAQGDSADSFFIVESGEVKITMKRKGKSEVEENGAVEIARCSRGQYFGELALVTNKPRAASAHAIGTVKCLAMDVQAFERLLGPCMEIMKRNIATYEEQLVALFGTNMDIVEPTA
E coli growth = bacterial growth inhibition, counter-screen for AddAB inhibitors; 0.27% of 330,000 active; E. coli V3065 growth, OD600 absorbance, 18 h; AID 449728; inhibition, % at 11.9 µM;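 active = inhibition above the campaign's mean inhibition across all tested compounds plus 3 SD, cut at about 9.9% in these data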;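 also: uninfected addAB+ strain grown without phage in ampicillin broth; 0% = DMSO wells and 100% = ciprofloxacin 0.95 µg/ml wells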
Mot1-301 SUMO = inhibitors of SUMOylation pathway: yeast Mot1-301 growth rescue | S. cerevisiae Mot1-301 growth rescue, ATP luminescence, 38.5C; percent above DMSO median, 100 means doubled | growth rescue, % at 18.8 µM | 1% of 320,000 active | AID 2716;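 active = every valid replicate shows activation above 250% relative to neutral control wells; inactive = the rest, any valid replicate at or below 250%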;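 also: OY570 slx delta 5 strain wells were the positive control but not used for scaling; some compounds called inactive have numbers as strong as hits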
AddAB inh = less growth of phage-infected E. coli with AddAB | E. coli expressing H. pylori AddAB, absorbance growth | AID 435030 | 0.29% of 330,000 active | inhibition, % at 11.9 µM; in the data active = inhibition above about 12%;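 also: 0% = vehicle wells of infected cells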
PfHsp90 yeast 2 = growth inhibition of yeast expressing Plasmodium Hsp90 | S. cerevisiae expressing PfHsp90, BacTiter-Glo ATP, 48 h; yeast lacking PDR1 and PDR3 efflux regulators | 0.32% of 310,000 active | inhibition, % at 9.4 µM | AID 504621;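 active = every replicate shows inhibition above about 80%, whatever the replicate mean, limit read from the data; inconclusive = mean inhibition reaches the set limit but some replicate falls short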;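 also: 0% = DMSO neutral controls and 100% = 20 µM radicicol positive controls; yeast relying on Plasmodium falciparum Hsp90 in place of its own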
MOR-DOR ag = agonists of human mu-delta opioid receptor heterodimerization; cells, OPRM1-OPRD1 heterodimerization, luminescence; 0.3% of 340,000 active; activation, % at 9.3 µM; P35372+P41143; in the data active = activation above about 18%;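 also: 0% = vehicle-treated cells and 100% = reference agonist; values of inactives mirror those of a sister screen read the other way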
PKA-R1A activ = activators of PKA-R1A complex; activation, % at 11.4 µM; 0.083% of 340,000 active; PKA-R1A dissociation, Cy5-IP20 fluorescence polarization; scaled: DMSO 0%, 113 µM cGMP 100%;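 active = percent activation above the mean of all tested compounds plus 3 SD, cut at about 19% in these data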;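 also: higher means more PKAc released from R1A so a rise in polarization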
phage Ecoli inh = E. coli growth loss with phage present | growth absorbance | inhibition, % at 11.9 µM | 0.26% of 360,000 active | AID 651602; in the data active = inhibition above about 11%
OPRM1-OPRD1 inv = inverse agonist of human OPRM1-OPRD1 heterodimerization; inhibition, % at 9.3 µM; AID 504357; 0.21% of 340,000 active; cell-based MOR-DOR heterodimer luminescence, inverse agonism; in the data active = inhibition above about 22%, passing the limit was not always enough;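 also: 0% = cells with DMSO and 100% = wells without cells with DMSO; values of inactives mirror those of a sister screen read the other way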
Tat export inh = blocks Tat-dependent protein export in E. coli; E. coli MC4100 TorA-mCherry Tat export, fluorescence; inhibition, % at 10 µM; 0.036% of 340,000 active; AID 488895;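 active = mean replicate inhibition at least 50% and at least half of replicates individually reaching 50%; inconclusive = only one of the two criteria met; inactive = neither criterion met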;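 also: exported cargo escapes ClpAP degradation while cytoplasmic cargo is degraded and loses fluorescence; 0% = median of neutral control wells and 100% = median of NaSCN control wells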
* marks the source's active call; other numbers are inactive results; ? = inconclusive; / = no result given.

SMILES	HTR5A inv ctr	PKA-R2B act	E coli growth	Mot1-301 SUMO	AddAB inh	PfHsp90 yeast 2	MOR-DOR ag	PKA-R1A activ	phage Ecoli inh	OPRM1-OPRD1 inv	Tat export inh
COCCN(CCOC)S(=O)(=O)c1ccc(C(=O)Nc2nnc(CSC)o2)cc1	0	7	-0.2	7	2.8	-27	-1.0	12	1.4	7	-6
Cc1cc(NC(=O)Nc2ccc(OCc3ccccc3)cc2)n(C)n1	-6	8	-1.2	-1	-1.0	-11	-2.6	-8	/	12	-6
O=C(CCS(=O)(=O)c1ccc2c(c1)NC(=O)CO2)NCCc1ccc(Cl)cc1	0	-7	-1.4	-2	1.7	-19	-0.7	6	1.5	4	3
CCOC1=C/C(=C/c2c(N)n3nc(S(=O)(=O)CC)sc3nc2=O)C=CC1=O	6	8	1.4	-5	3.5	-6	-1.8	4	1.2	8	0
C=CCNC(=O)c1ccncc1	17	-1	2.9	-19	2.8	16	-2.2	16	0.4	12	1
Cc1nnc(SCc2cnc(-c3ccccc3)o2)[nH]c1=O	-13	-5	-0.1	2	1.5	17	0.5	6	3.0	-3	4
Cc1ccc(-c2nc3ccccc3c(=O)n2NC(=O)c2cccs2)cc1	-11	0	-0.3	-24	1.1	-15	-1.4	9	2.5	8	-4
Cc1oc(C(C)(C)C)c(CN2CCOCC2)c1C(=O)O	20	16	0.2	-4	3.6	-19	-0.5	1	0.5	2	-9
CN(C)CCCCOc1ccc(Br)cc1Cl	-2	-5	0.3	14	0.1	12	0.4	5	2.5	-2	8
Cc1cc(C)nc(N/N=C/c2ccccc2OCc2ccc(Cl)cc2)n1	-13	-9	0.0	/	-2.7	9	-1.0	-5	3.7	5	-13
COC(=O)Cn1cnc2c(nnn2-c2ccc(F)cc2)c1=O	10	-8	-1.6	-7	-3.4	4	-1.6	-4	-0.3	9	1
CCc1ccc(C(=O)C(C)OC(=O)Cn2cnc3c2c(=O)n(C)c(=O)n3C)cc1 (stereo unspecified)	15	-17	0.6	-1	2.2	9	-3.2	-8	0.2	16	-11
CC1CCN(S(=O)(=O)c2ccc(NC(=O)N3c4ccccc4Sc4ccccc43)cc2)CC1	0	-5	-1.2	-17	-0.8	-5	2.7	3	1.7	-16	4
CSCCC(NC(=O)c1ccc([N+](=O)[O-])cc1Cl)C(=O)OCC(=O)NC(=O)CN1CCCC1=O (stereo unspecified)	-16	7	0.3	864	1.9	-24	2.4	-2	3.0	-15	0
O=C(O)c1ccc(-c2noc(-c3cccc(Cl)c3)n2)cc1	2	-6	-0.9	-1	0.7	-18	-3.3	-14	1.3	15	-11
CCCCN1C2CCCC1CC(NC(=O)c1ccccc1Cl)C2 (stereo unspecified)	2	14	0.3	3	6.1	11	-1.7	13	2.6	9	-5
C[C@H](NC(=O)c1nc[nH]c1C(=O)NC(c1ccccc1)c1ccccc1)C(=O)OCc1ccccc1	-29	-9	-1.2	-20	0.4	/	0.0	-12	0.2	0	1
CC1CC(C)CN(C(=O)CN(C)S(=O)(=O)c2ccc3c(c2)c(=O)n(C)c(=O)n3C)C1 (stereo unspecified)	2	0	1.1	25	5.8	8	-0.3	7	3.7	1	1
CCOC(=O)C1(CC2CCCCO2)CCN(Cc2nc3ccccc3nc2C)CC1 (stereo unspecified)	/	/	-2.8	43	3.3	13	/	/	4.4	/	-2
COC(=O)Nc1ccc(S(=O)(=O)NCc2ccccn2)cc1	-3	-4	-1.9	8	-0.7	11	-0.5	2	0.9	3	0
CC(=O)Nc1ccc(Nc2nc3ccccc3nc2NS(=O)(=O)c2ccccc2)cc1	13	-13	1.9	-11	2.1	-3	-2.2	1	0.1	12	-1
COc1ccccc1-n1c(SCC(=O)Nc2ccc(F)cc2)nc2c(c1=O)SCC2	-26	-4	-0.3	-9	-1.6	20	-0.7	1	0.8	4	4
S=C1CCC(c2ccc(Cl)cc2)=NN1c1ccccc1	-4	-8	-1.9	37	0.3	4	3.7	-3	1.8	-19	-5
CCCCNC(=O)c1ccc(N2CCOCC2)c(NS(=O)(=O)c2ccc(OC)cc2)c1	-5	11	-0.9	-21	1.6	13	-3.0	-6	0.2	16	-4
O=C(CCC(=O)n1ncc2ccccc21)NCc1ccc(F)cc1	-9	7	2.6	-3	0.0	-18	-1.1	-2	2.7	6	3
O=C(CCSCc1ccccc1F)NCc1cccnc1	2	-7	-0.8	9	4.8	-9	-2.1	-5	2.3	11	-7
COC(=O)CN1C(=O)[C@H]2[C@@H](/C=C/c3ccccc3)N3C(=O)CN(Cc4ccc(-c5ccccc5)cc4)C(=O)[C@@]3(C)[C@H]2C1=O	-15	-10	-1.4	-10	-4.0	-10	6.5	-1	2.5	-36	6
COc1ccccc1N1C(=O)CC1(C#N)c1ccc(OCc2ccccc2)cc1 (stereo unspecified)	12	7	0.1	-16	0.7	-8	-0.3	17	1.7	1	2
O=C(COC(=O)c1ccc[nH]c1=O)NCC12CC3CC(CC(C3)C1)C2	-25	-11	-0.7	/	0.9	2	-5.2	-7	2.0	20	-2
COc1ccc(N(CC(=O)N2CCN(c3cccc(C)c3)C(C)C2)S(=O)(=O)c2c(C)n[nH]c2C)cc1 (stereo unspecified)	27	-1	-6.6	0	-0.9	5	-1.3	-10	3.9	6	6
CCOC(=O)CN1C(=O)N[C@@H](c2ccco2)C(C(=O)OC)=C1C	6	7	-2.8	-12	-1.0	-5	-2.1	-4	3.0	11	-1
COCC(=O)N(c1ccc(C(C)C)cc1)C1C=CS(=O)(=O)C1 (stereo unspecified)	-23	4	3.2	0	1.1	20	-3.8	-5	0.6	18	0
O=C(Nc1nnc(C2CC2)s1)c1ccc(Cl)nc1	-11	-17	-0.7	8	-2.0	3	-2.2	-18	0.1	9	2
Cc1ccc(C(=O)Nc2ccc(S(=O)(=O)N3CCOCC3)cc2)cc1	8	-16	1.7	-6	5.2	-2	-4.8	-1	4.0	23	2
CCOC(=O)C1C(=O)CC(C)(O)C(C(=O)OCC)C1c1cc(Br)ccc1OC (stereo unspecified)	-2	-6	0.5	107	-1.0	-13	-3.5	11	0.9	17	-8
CC(C)Oc1ccc(/C=C(/NC(=O)c2ccccc2)C(=O)NCCC(=O)O)cc1	-5	-4	-0.6	20	0.3	11	-1.6	-11	1.8	9	-9

Single entries from above:
PfHsp90 yeast 2 with O=C(COC(=O)c1ccc[nH]c1=O)NCC12CC3CC(CC(C3)C1)C2 reads 2
OPRM1-OPRD1 inv with COc1ccccc1N1C(=O)CC1(C#N)c1ccc(OCc2ccccc2)cc1 (stereo unspecified) reads 1

Other structures:
SMILES	HTR5A inv ctr	PKA-R2B act	E coli growth	Mot1-301 SUMO	AddAB inh	PfHsp90 yeast 2	MOR-DOR ag	PKA-R1A activ	phage Ecoli inh	OPRM1-OPRD1 inv	Tat export inh
O=C(Nc1nc(-c2ccc(S(=O)(=O)N3CCCC3)cc2)cs1)c1ccco1	26	-13	-1.0	1	1.2	-27	2.4	-8	3.0	-14	-4
O=c1[nH]cc(COCc2ccccc2)c(=O)[nH]1	17	3	1.2	9	1.8	-18	-1.0	-8	1.5	5	1
O=C(COC(=O)c1cccc(S(=O)(=O)N2CCc3ccccc32)c1)Nc1ncc(C(F)(F)F)cc1Cl	3	4	0.4	209	4.8	4	0.7	-3	0.4	-4	?
COc1ccc(CNc2c(CO)cnc3c2cnn3C)cc1	4	-3	-0.7	-1	2.3	-18	-1.9	-10	0.0	9	-5
CC(C)(C)S(=O)(=O)c1nc2ccccc2s1	-7	-4	0.6	-3	0.4	1	0.4	4	2.6	-2	-2
Cc1ccc(-c2cnc(SCC(=O)N3CCCc4ccccc43)n2C)cc1	-9	3	1.4	86	0.1	-1	-0.8	-6	0.9	5	-3
N#CCSC1=Nc2ccccc2C2=NC(CCC(=O)N3CCN(c4ccccc4)CC3)C(=O)N12 (stereo unspecified)	-10	-9	-4.1	-12	0.2	15	-1.2	-6	-0.8	7	-2
COc1ccc(C(=O)NCC(c2ccco2)N2CCCCC2)cc1S(=O)(=O)Nc1ccc(C)cc1 (stereo unspecified)	-13	0	/	/	/	-4	-1.5	5	-0.3	6	-2
O=C(Nc1nccs1)c1c(O)c2c([nH]c1=O)CCCC2	11	9	2.3	16	1.5	-7	-2.2	4	4.5	11	8
COc1ccc([C@@H]2C=C(C(=O)O)O[C@H](OCCCCO)C2)cc1	12	14	0.3	8	2.3	-18	-4.9	-5	2.3	22	3
O=C1c2ccccc2N(Cc2ccc(Cl)cc2)C2=NCCN12	-28	-3	0.4	-13	0.9	9	-0.5	-3	3.6	4	-3
CCN(CC)C(=O)c1cccc2c1C(=O)c1ccccc1-2	-2	-1	-1.0	22	1.6	24	-1.6	-1	1.5	8	-1
CC1(C)Cc2c(c(N3CCOCC3)nc3sc(C(=O)Nc4ccc(Cl)cc4)c(N)c23)CO1	-1	3	-2.8	39	4.9	16	-2.1	5	-1.7	12	-5
Cc1ccc(CNC(=O)COC(=O)CCC(=O)c2cccs2)cc1	10	-1	0.6	0	1.4	-26	0.6	-5	-0.8	-3	8
Cc1cc(S(=O)(=O)Nc2ccc(C(=O)NCCCn3ccnc3)cc2)ccc1F	8	1	3.3	91	1.0	31	-0.9	1	0.2	5	0
Cc1nn(-c2ccccc2)c(N2CCCC2)c1/C=C1\N=C(c2ccc(F)cc2)OC1=O	8	6	-1.4	6	4.5	-1	-4.4	1	3.3	22	0
Cc1c(C(=O)NCCN(C)C)oc2ccc(S(=O)(=O)N3CCCC3)cc12	8	-1	0.9	7	1.4	21	-1.9	1	3.2	12	-17
CCOc1ccc(NC(=O)c2cccc3ccccc23)cc1	-5	-3	0.1	3	1.8	-5	-2.8	-6	3.8	13	-7
Cc1nc2ccc(Br)cn2c1NC(C)(C)C	2	-4	-0.1	2	1.3	/	-1.6	1	2.6	8	-8
N#Cc1ccsc1NC(=O)CN1CCCCCC1	25	-7	-1.9	21	1.6	-4	-0.3	-12	2.2	2	1
CC1(C)NC(=O)N(CC(O)COc2ccccc2C(=O)Nc2ccccc2)C1=O (stereo unspecified)	1	-2	0.9	17	-0.3	10	-1.6	6	3.1	7	-2
COc1ccc(C(=O)NCCc2nnc(SCc3nc4ccccc4c(=O)[nH]3)n2C)cc1	1	5	1.8	/	0.2	13	-1.6	-6	2.9	9	-1
Cc1cc(C(=O)CSc2nnc(N)s2)c(C)n1CCc1ccc(Cl)cc1	7	-1	0.6	115	2.3	2	-1.3	7	1.6	7	4
CCN1CCN(c2cc(N3CCc4ccccc4C3)c(F)cc2[N+](=O)[O-])CC1	-5	9	-1.4	-21	1.7	12	6.3	-3	4.6	-38	1
COc1ccc(NC(=O)CN2CCC(C)CC2)cc1	4	1	1.5	-12	0.8	0	-0.8	-10	2.0	5	-1
O=C1c2ccccc2C(=O)N1CCCCN(C(=O)c1cccc([N+](=O)[O-])c1)c1ccc(Cl)cc1	-17	1	-2.7	118	0.0	/	0.1	0	3.4	0	16

Assay outcomes from PubChem.
